ZTA DNA inh: counter-screen for EBNA-1 inhibitors: inhibitors of Epstein-Barr virus ZTA | P03206 | 0.15% of 320,000 active | inhibition, % at 11 µM | ZTA-DNA binding, fluorescence polarization; in the data active = inhibition above about 33%
Target sequence (P03206 whole entry, looked up): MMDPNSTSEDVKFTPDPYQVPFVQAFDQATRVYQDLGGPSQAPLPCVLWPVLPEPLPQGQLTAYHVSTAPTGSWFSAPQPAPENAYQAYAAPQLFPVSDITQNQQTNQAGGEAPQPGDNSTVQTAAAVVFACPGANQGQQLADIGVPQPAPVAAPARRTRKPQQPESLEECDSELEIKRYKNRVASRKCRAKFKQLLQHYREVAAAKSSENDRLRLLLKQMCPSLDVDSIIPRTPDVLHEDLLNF
Efflux pump inh: inhibitors of Candida efflux pumps in yeast, primary screen, S. cerevisiae, Nile Red, multiplex; S. cerevisiae Candida pump triplex; inhibition, % at 10 µM; 0.44% of 330,000 active; AID 485275, 2010;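 active = plate passing quality check with inhibition over a set limit, or well fluorescence over plate mean plus 4 SD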;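 also: Nile Red retained in pooled yeast measured as flow cytometry median fluorescence; 0% = buffer negative control and 100% = Enniatin B positive control; higher means more Nile Red kept so more efflux inhibition; some compounds called inactive have numbers as strong as hits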
Fam108B inh: mouse Fam108B serine hydrolase inhibitors, primary screen, counter-screen for RBBP9 inhibitor project, biochemical, fluorescence polarization. recombinant Fam108B, FP-Rh probe fluorescence polarization. inhibition, % at 9.51 µM. 0.33% of 300,000 active. AID 1947, 2009;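 active = inhibition above the screen mean inhibition plus 3 SD, computed separately per campaign, cut at about 18% in these data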;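 also: inhibitors lower polarization as less probe binds the enzyme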
Yeast superoxide: reduction of superoxide in aged yeast, primary screen, HTS; superoxide response (% of plate mean), % at 10 µM; AID 2690, 2010; 0.18% of 330,000 active; S. cerevisiae aged cells, superoxide DHE fluorescence; hits give low values;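 active = superoxide response under a set limit, about three screen SD below normal, cut at about 65% in these data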;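 also: yeast aged for seven days with compound at 30 °C before DHE staining; 100% = average MFI of all compound-treated wells on the plate with controls excluded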
MEX-5 binding: MEX-5 zinc finger RNA-binding disruptors – biochemical, C. elegans, fluorescence polarization, MLPCN library, primary screen | activity score (negative = inhibition of binding), % at 10 µM | 0.38% of 300,000 active | Zinc finger protein mex-5 (Caenorhabditis elegans), Q9XUB2 | MEX-5/FITC-TCR2 RNA binding; hits give low values | AID 1832, 2009;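 active = inhibition past about -25% in most replicates, and total fluorescence under double the plate's negative control median, limit read from the data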;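 also: 0% = DMSO and -100% = 5 µM competing unlabeled TCR2 RNA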
GLD-1 TGE inh: GLD-1/TGE RNA complex disruptors, primary screen, biochemical, fluorescence polarization. purified GLD-1 + fluorescein TGE RNA. inhibition, % at 5.96 µM. 0.44% of 320,000 active;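 active = percent inhibition above a per-plate cutoff, the plate mean of test compounds plus 3 SD, cut at about 30% in these data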;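 also: 0% = DMSO wells with GLD-1 and probe and 100% = wells lacking GLD-1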
Target sequence (Q17339 whole entry, looked up): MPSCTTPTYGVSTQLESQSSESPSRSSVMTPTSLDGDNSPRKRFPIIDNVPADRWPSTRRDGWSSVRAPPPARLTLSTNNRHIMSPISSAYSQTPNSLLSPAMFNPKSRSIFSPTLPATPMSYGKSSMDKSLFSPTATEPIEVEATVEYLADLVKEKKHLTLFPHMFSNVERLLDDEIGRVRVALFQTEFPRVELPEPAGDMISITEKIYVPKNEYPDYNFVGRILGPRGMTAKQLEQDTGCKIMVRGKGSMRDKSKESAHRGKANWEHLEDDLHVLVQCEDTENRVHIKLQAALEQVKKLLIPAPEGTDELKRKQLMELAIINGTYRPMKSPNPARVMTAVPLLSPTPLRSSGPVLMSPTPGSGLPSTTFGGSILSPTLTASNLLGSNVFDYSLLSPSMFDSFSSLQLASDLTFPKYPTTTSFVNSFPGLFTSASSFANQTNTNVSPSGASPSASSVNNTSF
MCL1 BIM primary: inhibitors of MCL1 binding to BIM-BH3, primary screen, biochemical, fluorescence polarization | Induced myeloid leukemia cell differentiation protein Mcl-1 (Homo sapiens), Q07820 | GST-MCL1 / FITC-Bim-BH3 fluorescence polarization | inhibition, % at 10.9 µM | 0.68% of 320,000 active | AID 2057, 2009;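 active = inhibition above the mean inhibition of all tested compounds plus 3 SD, set per campaign, cut at about 40% in these data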;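 also: 0% = DMSO wells and 100% = unlabeled Bim-BH3 peptide control; higher means more loss of mP so more displacement of Bim peptide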
Target sequence (Q07820 whole entry, looked up): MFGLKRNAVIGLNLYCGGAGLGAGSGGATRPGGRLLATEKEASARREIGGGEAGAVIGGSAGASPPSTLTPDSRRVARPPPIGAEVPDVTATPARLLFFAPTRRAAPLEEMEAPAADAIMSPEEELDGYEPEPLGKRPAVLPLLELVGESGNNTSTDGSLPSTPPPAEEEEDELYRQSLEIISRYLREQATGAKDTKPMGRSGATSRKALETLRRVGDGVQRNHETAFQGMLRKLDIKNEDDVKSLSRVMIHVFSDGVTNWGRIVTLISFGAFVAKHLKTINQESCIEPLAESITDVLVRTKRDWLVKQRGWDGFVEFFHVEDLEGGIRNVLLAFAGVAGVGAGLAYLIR
BCLXL inh: inhibitors of human Bcl-xL, primary screen, biochemical, fluorescence polarization, HTS | GST-Bcl-xL / FITC-Bim BH3 peptide fluorescence polarization | 0.7% of 320,000 active | inhibition, % at 10.9 µM | Bcl-2-like protein 1 (Homo sapiens), Q07817;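 active = inhibition above the mean of all tested compounds plus 3 SD, cutoff set per campaign, cut at about 30% in these data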;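 also: 0% = DMSO wells and 100% = unlabeled Bim-BH3 peptide competitor; inhibitors lower millipolarization by displacing the labeled peptide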
EBNA-1 inh: EBNA-1 DNA-binding inhibitors, primary screen, biochemical, fluorescence polarization; inhibition, % at 14.8 µM; 0.34% of 300,000 active; AID 1950, 2009; in the data active = inhibition above about 28%
An asterisk follows results filed as active; nt = no result given; + = active, no number.

SMILES | ZTA DNA inh | Efflux pump inh | Fam108B inh | Yeast superoxide | MEX-5 binding | GLD-1 TGE inh | MCL1 BIM primary | BCLXL inh | EBNA-1 inh
O=C(Nc1cccc(Cl)c1)N(CCN1CCOCC1)Cc1cccc(Cl)c1 | -3 | -0.1 | 0 | 83 | -0.4 | 5 | -3 | 6 | 0
O=C(Nc1ccc([N+](=O)[O-])cn1)c1ccc2c(c1)OCO2 | 10 | 0.1 | 2 | 99 | 1.4 | -8 | 2 | 4 | -9
O=C1CC(c2ccccc2)CC(O)=C1C=NC1CCCCC1 (centres undefined) | -2 | -0.1 | -4 | 105 | 0.5 | 3 | 0 | 3 | -6
COCCCN1C(=O)C(=O)/C(=C(/O)c2ccc(S(=O)(=O)N3CCCCC3)cc2)C1c1ccc(O)cc1 (centres undefined) | 4 | 0.0 | 5 | 87 | -2.0 | -6 | -4 | 1 | 16
COc1ccccc1NS(=O)(=O)c1ccc(C(=O)N2CCN(c3ccccc3)CC2)cc1 | -20 | -0.1 | nt | 100 | nt | 1 | -8 | 7 | nt
Cc1cccc(CN2CCCC(C(=O)N3CCCCC3)C2)c1 (centres undefined) | -12 | 0.0 | -4 | 99 | 0.0 | 1 | 5 | 3 | -10
Cc1ccc(C(=O)NCCNC(=O)COc2ccc(C)c(C)c2)cn1 | 8 | -0.1 | -1 | 96 | -0.2 | 3 | 10 | 4 | 9
CCCn1c(N)c(N(CCOC)C(=O)C(C)Oc2ccc(F)cc2)c(=O)[nH]c1=O (centres undefined) | -10 | 0.0 | -1 | 100 | 0.9 | 0 | -7 | -2 | 1
COc1ccc(OC)c(N(CC(=O)Nc2cccnc2)S(=O)(=O)c2ccc(C)cc2)c1 | 21 | -0.8 | 6 | 84 | 2.9 | 0 | 7 | 7 | 4
COc1ccc(NC(=O)c2cc(-c3cccnc3)nc3c(C)c(C)ccc23)c(OC)c1 | 8 | -0.4 | -3 | 96 | 1.5 | 3 | 0 | 0 | 33*
Cc1sc2nc(C3CCCCC3)nc(SCC(=O)N3CC(=O)Nc4ccccc43)c2c1C | 8 | 0.0 | -1 | 108 | -2.0 | 0 | 2 | 2 | 2
C/C(=N\NC(=O)CNc1cccc(C(F)(F)F)c1)c1cccc(Br)c1 | 5 | -0.1 | -2 | 97 | -1.0 | 9 | 12 | 5 | -2
COCC(=O)NC(C)c1nc2ccccc2[nH]1 (centres undefined) | -4 | -0.1 | -2 | 100 | 1.8 | 1 | 0 | 1 | 10
NC(=O)c1ccc(C(F)(F)F)n(Cc2c(Cl)cccc2Cl)c1=O | 12 | 0.3 | -1 | 115 | -0.6 | 8 | -6 | -2 | -6
O=C(COC(=O)c1cccnc1Cl)Nc1nc(-c2ccccc2)cs1 | -12 | 0.4 | 1 | 122 | 1.9 | 3 | 0 | 3 | 2
COc1ccc(/C=N/NC(=O)COc2ccc3ccccc3c2)c(C(=O)O)c1OC | 12 | -0.1 | -2 | 110 | -0.4 | 7 | -2 | 0 | 11
CCOc1ccc(C(=O)N/N=C/c2cc(Cl)ccc2[N+](=O)[O-])cc1 | -6 | -0.2 | -8 | 109 | -0.4 | 8 | 5 | 5 | 0
Nc1nnc(/C=C/c2cccc([N+](=O)[O-])c2)s1 | -20 | 0.0 | -3 | 103 | -0.5 | 7 | 11 | 9 | 0
COC(=O)CN1C(=O)[C@H]2[C@@H](c3ccc(C)o3)N3C(=O)CN(Cc4ccccn4)C(=O)[C@@]3(Cc3ccccc3)[C@H]2C1=O | 2 | 0.3 | 2 | 105 | 0.6 | -7 | 3 | 2 | 2
Cc1ccc2cc(C(c3nnnn3C3CCCC3)N(Cc3ccco3)Cc3cccs3)c(=O)[nH]c2c1 (centres undefined) | 6 | 0.0 | -8 | 83 | -1.4 | 5 | 5 | 5 | 6
CC(/C=N/NC(=O)c1cc(C(C)(C)C)[nH]n1)=C\c1ccccc1 | -17 | -0.1 | 0 | 105 | -3.0 | 9 | 1 | 1 | 4
Cc1ccccc1N/C(=N/S(=O)(=O)c1ccccc1)c1ccc(F)cc1 | 9 | -0.1 | -5 | 107 | 1.8 | 2 | 0 | 6 | 12
COCC1CCN(Cc2nc(COc3ccccc3)no2)C1 (centres undefined) | 4 | -0.1 | 1 | 115 | 0.3 | 7 | 6 | 7 | -2
CCn1c(SCC(=O)NCC2CCCO2)nnc1-c1ccccc1 (centres undefined) | 0 | 0.0 | -3 | 93 | -0.6 | 6 | -5 | -9 | -4
COc1ccc(CSc2nnnn2-c2ccc(C(N)=O)cc2)cc1[N+](=O)[O-] | 11 | -0.1 | 14 | 92 | 1.2 | -3 | -1 | -1 | -2

Next section; it opens with the three that closed the last part.
SMILES | ZTA DNA inh | Efflux pump inh | Fam108B inh | Yeast superoxide | MEX-5 binding | GLD-1 TGE inh | MCL1 BIM primary | BCLXL inh | EBNA-1 inh
COCC1CCN(Cc2nc(COc3ccccc3)no2)C1 (centres undefined) | 4 | -0.1 | 1 | 115 | 0.3 | 7 | 6 | 7 | -2
CCn1c(SCC(=O)NCC2CCCO2)nnc1-c1ccccc1 (centres undefined) | 0 | 0.0 | -3 | 93 | -0.6 | 6 | -5 | -9 | -4
COc1ccc(CSc2nnnn2-c2ccc(C(N)=O)cc2)cc1[N+](=O)[O-] | 11 | -0.1 | 14 | 92 | 1.2 | -3 | -1 | -1 | -2
COc1ccc(CCNC(=O)C(C)OC(=O)c2ccco2)cc1OC (centres undefined) | -2 | 0.2 | -1 | 106 | -0.9 | 0 | 11 | 3 | -2
Cc1ccc(C)c(N2CCN(C3CCCC(C)C3)CC2)c1 (centres undefined) | 4 | -0.2 | -1 | 105 | -1.1 | 0 | -2 | -2 | -3
COc1ccc(C(=O)NCc2nnc(SCC(=O)N3CCCc4ccccc43)o2)cc1OC | 6 | 0.0 | 5 | 93 | 0.3 | 7 | 8 | 8 | 13
Cc1ccc(S(=O)(=O)N2CCN(C(=O)COC(=O)CCc3ccccc3)CC2)c(C)c1 | -18 | 0.4 | nt | 101 | nt | 2 | 7 | 6 | nt
Cc1cc(=O)oc(C)c1C(=O)Nc1cccc2ccccc12 | 19 | -0.1 | -2 | 86 | 0.5 | 2 | 4 | 7 | 4
CN(C)c1ccc(N=Cc2cccn2C)cc1 | + | -0.1 | 6 | 89 | -0.1 | 5 | 19 | 13 | +
COc1ccc(/C=N/NC(=O)c2cccc([N+](=O)[O-])c2)cc1O | 1 | -0.1 | 5 | 103 | 0.3 | -3 | 3 | -4 | 5
Cc1ccccc1C(=O)NCC(=O)O | -4 | 0.0 | -5 | 112 | 1.0 | -6 | 0 | 5 | 2
CC(=O)c1ccc(NC(=O)Nc2ccccc2)cc1 | -2 | 0.0 | -1 | 111 | -0.7 | -3 | -7 | -4 | -3
CCc1ccc(S(=O)(=O)NCc2cn3ccsc3n2)s1 | 4 | 0.0 | -2 | 98 | 1.1 | 1 | 1 | 1 | 2
Cc1cc(=O)[nH]c(N/N=C/c2cc(C)n(CC(F)(F)F)c2C)n1 | 4 | 0.0 | 2 | 111 | -1.1 | -3 | 10 | 1 | -12
Cc1ccc(C)c(S(=O)(=O)N2CCNCC2)c1 | -1 | -0.1 | 7 | 78 | 0.9 | 0 | 7 | 8 | 10
COc1ccc(C(=O)NCC(=O)c2ccccc2)cc1 | 6 | 0.1 | 3 | 97 | -1.2 | 3 | 11 | 6 | 2
CN(C)C(=O)c1ccc(NC(=O)CC2SC(N3CCCC3)=NC2=O)cc1 (centres undefined) | 11 | 0.0 | 0 | 109 | -2.0 | -2 | 6 | 5 | 4
CC(NC(=O)c1ccccc1F)c1nnc(SCc2nc3ccccc3c(=O)[nH]2)n1C (centres undefined) | -10 | 0.0 | 0 | 95 | 1.9 | -3 | 4 | -3 | -13
COc1cccc(CN2CCC(Oc3ccc(C(=O)N4CCCCC4)cc3)CC2)c1O | -12 | -0.3 | 0 | 95 | 2.6 | 5 | -5 | -2 | 6
CN(C)c1ccc(C2Nc3cccc4cccc(c34)N2)cc1 | -6 | -0.7 | 7 | 77 | 1.1 | 4 | -8 | -7 | -9
COc1cc2ncnc(NCc3ccc(Cl)cc3)c2cc1OC | -5 | 0.2 | -2 | 102 | 1.8 | -2 | -5 | 3 | -12
Cn1c(CSCc2ccccc2Cl)n[nH]c1=S | -7 | -0.2 | -3 | 85 | -1.2 | 6 | -11 | -15 | 13
O=C1CC(C(F)(F)C(F)(F)C(F)(F)C(F)F)=Nc2ccccc2N1 | 1 | 0.2 | 1 | 104 | -0.1 | -5 | -41 | -27 | 7
NS(=O)(=O)c1ccc(CNS(=O)(=O)c2cc(Cl)ccc2Cl)cc1 | 9 | 0.3 | -6 | 91 | 0.0 | 5 | -8 | -2 | -13
COc1ccc(S(=O)(=O)N2CCN(CC(=O)Nc3ccccc3OC)CC2)cc1 | -1 | 0.1 | 4 | 83 | 1.7 | 11 | -2 | -1 | -14
COc1ccc(CCC(=O)Nc2nnc(C)s2)cc1 | -9 | 0.0 | -1 | 86 | -3.5 | -1 | 0 | 2 | -4
CCOC(=O)c1ccccc1-c1csc(NS(=O)(=O)c2ccc(Cl)cc2)n1 | 11 | -0.2 | 6 | 108 | -0.8 | 2 | 3 | 8 | 6
NC(=O)CCC(NC(=O)c1ccc(Cl)cc1)C(=O)O (centres undefined) | 17 | -0.1 | 2 | 115 | 1.5 | 0 | 2 | 3 | 5
SMILES | ZTA DNA inh | Efflux pump inh | Fam108B inh | Yeast superoxide | MEX-5 binding | GLD-1 TGE inh | MCL1 BIM primary | BCLXL inh | EBNA-1 inh
CCC(=O)Nc1cccc(C(=O)c2ccccc2)c1 | -7 | 0.0 | 7 | 114 | -5.9 | 2 | 2 | 3 | -4
Cc1n[nH]c(=O)n1-c1cccc(C(F)(F)F)c1 | -8 | 0.2 | -4 | 80 | nt | 2 | 6 | 8 | -7
CCCN(CCC)CCNC(=O)C1CCN(Cc2nc(-c3ccc(Cl)cc3)oc2C)CC1 | -6 | 0.0 | -4 | 101 | -0.2 | 10 | -8 | 4 | -1
CNC(=S)NC1CC2CCCC(C1)N2Cc1ccc(C)cc1 (centres undefined) | -12 | 0.1 | -1 | 108 | 0.0 | 6 | 5 | 5 | -3
CN(Cc1ccnc2ccccc12)C(=O)C1CCC(=O)N(Cc2ccccc2F)C1 (centres undefined) | -12 | 3.2 | -5 | 108 | -3.6 | 4 | -4 | -3 | -1
CCOc1ccc(/C=N/NC(=O)c2ccc(O)cc2)cc1CN1CC2CC(C1)c1cccc(=O)n1C2 (centres undefined) | -4 | 0.2 | nt | 111 | nt | 0 | 0 | 6 | nt
Cn1c(=O)c2c(nc(Cc3ccccc3)n2C)n(C)c1=O | 5 | -0.1 | 2 | 98 | -3.5 | 4 | -4 | 0 | -7
Cc1ccccc1NC(=O)c1cc[n+]([O-])cc1 | -4 | -0.1 | -3 | 106 | -1.6 | -5 | -3 | -3 | -12
CC12CCC(C(=O)NNc3ccccc3)(C(=O)C1=O)C2(C)C (centres undefined) | -5 | 0.1 | -3 | 115 | -0.2 | 3 | 2 | 5 | -5
Cc1ccc(Nc2cc(C)nc3ncnn23)c(C)c1 | -4 | 0.1 | 0 | 94 | -0.2 | 2 | -3 | 7 | 7
CCc1nc(SCc2ccc(OCC(C)C)cc2)n[nH]1 | 16 | -0.1 | -1 | 108 | 2.5 | 6 | 5 | -1 | 7
CSc1nnnn1-c1ccc(C(=O)O)cc1 | 4 | -0.1 | -3 | 103 | 2.0 | -5 | 1 | 1 | -9
